High-throughput results from PubChem.
FXIIa inh 1536 – factor XIIa (human) inhibition; P00748; purified FXIIa, Boc-QGR-AMC fluorogenic substrate, 2 h; inhibition, % at 5 µM; 220,000 compounds, 0.3% hits; in the data active = inhibition above about 40%;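 note: 0% = enzyme with no compound and 100% = blank without enzyme; many of its hits are not listed in these tables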
Rad51 HR inh – Rad51 (human) homologous recombination inhibition; hRad51 DNA strand exchange, fluorescence dequenching; inhibition, % at 10 µM; 200,000 compounds, 0.085% hits; AID 1385;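 active = inhibition above 40% at the single screening dose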;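 note: 0% = DMSO control wells and 100% = blanks with heterologous ssDNA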
Target sequence (Q06609 whole entry, looked up): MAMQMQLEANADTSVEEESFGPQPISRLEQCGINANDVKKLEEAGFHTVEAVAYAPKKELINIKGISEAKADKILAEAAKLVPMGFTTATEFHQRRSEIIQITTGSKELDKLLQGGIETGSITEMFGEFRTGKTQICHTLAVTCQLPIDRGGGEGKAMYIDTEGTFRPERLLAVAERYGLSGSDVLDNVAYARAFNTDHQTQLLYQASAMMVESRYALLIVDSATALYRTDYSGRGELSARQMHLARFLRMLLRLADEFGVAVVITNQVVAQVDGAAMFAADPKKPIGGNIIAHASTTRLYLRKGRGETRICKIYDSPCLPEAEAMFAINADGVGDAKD
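System: hRad51 filaments on single-stranded DNA; reagent: Fluorescein- and BHQ1-tagged 47-mer duplex; compound dosing: one concentration, 10 µM final; timing: filaments 15 min 37 °C, then compound 30 min; measured by: fluorescein emission 520 nm, excitation 485 nm; benchmarks: per-plate controls and blanks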
hK5 inh – inhibitors of human kallikrein 5; recombinant hK5, fluorogenic AMC substrate cleavage; Q9Y337; inhibition, % at 5 µM; 210,000 compounds, 0.59% hits;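 active = inhibition of 40% or more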;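 note: 0% = enzyme controls without compound and 100% = no-enzyme blanks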
Target sequence (Q9Y337 67-293 limits assumed): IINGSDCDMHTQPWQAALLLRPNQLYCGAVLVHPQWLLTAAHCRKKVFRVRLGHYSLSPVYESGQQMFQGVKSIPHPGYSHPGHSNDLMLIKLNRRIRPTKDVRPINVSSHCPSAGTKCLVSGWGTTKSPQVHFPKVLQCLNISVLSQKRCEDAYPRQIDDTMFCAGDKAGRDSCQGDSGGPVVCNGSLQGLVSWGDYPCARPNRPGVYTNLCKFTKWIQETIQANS
TNF necrop inh – blocks TNF-alpha induced death of Jurkat FADD-/- cells; activation (protection from cell death), % at 10 µM; 220,000 compounds, 0.068% hits; AID 463075; Jurkat FADD-/- TNF necroptosis rescue, ATP luminescence, 24 h; 0 = TNF only, 100 = no-TNF cells;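 active = activation, meaning protection from cell death, of at least 50% relative to plate controls; inactive = activation below 50%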;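 note: necroptosis triggered by 40 ng/mL TNF-alpha added together with compound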
zVAD death inh – L929 zVAD cell death inhibition; 220,000 compounds, 0.38% hits; L929 zVAD necroptosis rescue, ATP luminescence, 24 h; with zVAD 60 µM; viability rescue, % at 10 µM;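 active = activation, scaled between plate controls, above about 75%, limit read from the data; inactive = activation under that limit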;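 note: 0% = zVAD with DMSO and 100% = DMSO alone without zVAD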
KCC2 mod – modulates chloride dependent transport by human KCC2; B-score of Tl+ flux slope (higher = more flux/activation; lower = inhibition) at 10 µM; AID 1456; Q9H2X9; 190,000 compounds, 2.2% hits; KCC2 cells, thallium flux FluoZin-2 fluorescence;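 active = thallium flux slope and its plate-corrected score both differing from the plate sample mean at a set confidence after two filtering rounds, in either direction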;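 note: slope of fluorescence scaled to starting intensity during 10 to 20 s after thallium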
FXIa inh 1536 – factor XIa (human) inhibition | P03951 | purified FXIa, Boc-Glu-Ala-Arg-AMC fluorogenic substrate | AID 798 | inhibition, % at 5 µM | 220,000 compounds, 0.14% hits;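 active = inhibition of at least 40%; inactive = inhibition below 40%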;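 note: fluorescence of freed AMC excited at 355 nm; 0% = enzyme without compound and 100% = no enzyme blank; many of its hits are not listed in these tables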
Hck Nef HTS – blocks Nef-activated human Hck kinase | P08631 | inhibition, % at 20 µM | Recombinant Hck-YEEI plus Nef, Z-Lyte FRET kinase assay | 220,000 compounds, 0.68% hits;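 active = Hck-Nef kinase inhibition above about 50%, limit read from the data; inactive = inhibition below that limit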;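 note: 0% = DMSO with Hck plus Nef and 100% = Hck alone without Nef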
Target sequence (P08631 whole entry, looked up): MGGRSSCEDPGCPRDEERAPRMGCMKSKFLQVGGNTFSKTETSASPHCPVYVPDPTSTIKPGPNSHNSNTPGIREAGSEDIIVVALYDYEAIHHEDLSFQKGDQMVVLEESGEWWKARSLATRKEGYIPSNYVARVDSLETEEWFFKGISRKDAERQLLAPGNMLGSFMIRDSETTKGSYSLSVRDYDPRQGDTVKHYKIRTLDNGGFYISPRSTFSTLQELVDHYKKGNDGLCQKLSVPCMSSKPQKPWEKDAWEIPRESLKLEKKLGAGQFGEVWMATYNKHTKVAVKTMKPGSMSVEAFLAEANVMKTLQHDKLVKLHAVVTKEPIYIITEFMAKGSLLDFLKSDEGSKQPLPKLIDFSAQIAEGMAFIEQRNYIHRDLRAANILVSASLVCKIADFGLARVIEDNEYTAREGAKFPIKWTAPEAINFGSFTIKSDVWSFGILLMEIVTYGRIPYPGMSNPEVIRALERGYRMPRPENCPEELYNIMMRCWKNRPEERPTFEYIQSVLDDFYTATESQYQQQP
thrombin 1536 – inhibitors of human thrombin | alpha-thrombin, Boc-VPR-AMC fluorogenic substrate cleavage | inhibition, % at 5 µM | 220,000 compounds, 0.26% hits;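 active = inhibition at or above 40%; inactive = inhibition below 40%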;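 note: 0% = enzyme with no compound and 100% = wells without enzyme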
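signal = AMC fluorescence, 355/460 nm | material = human alpha-thrombin enzyme | control set = enzyme without compound as high, wells lacking enzyme as low | times = reaction at room temperature | read-out basis = percent inhibition scaled between no-compound controls and no-enzyme blanks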
* marks the source's active call; other numbers are inactive results; . = no result given. This is a subset; rates above refer to the full screens.

SMILES | FXIIa inh 1536 | Rad51 HR inh | hK5 inh | TNF necrop inh | zVAD death inh | KCC2 mod | FXIa inh 1536 | Hck Nef HTS | thrombin 1536
COCCn1c(C)cc(C2=NNC(=Nc3ccccc3)SC2)c1C | 19 | -2 | 0 | 1.3 | 2.0 | -0.36 | 3 | -2 | 4
COc1ccc(/C=C(/C#N)C(=O)Nc2cc(C)ccc2C)cc1C(=O)O | 28 | . | -3 | -1.6 | -0.1 | 0.47 | 10 | 0 | 6
O=C(COC(=O)c1ccccc1F)Nc1cccnc1Cl | 11 | 10 | -2 | -0.2 | 2.4 | -0.052 | 5 | 21 | -6
c1ccc(N2CCOCC2)c(Nc2nc3ccccc3n3cnnc23)c1 | 26 | -11 | -1 | -4.3 | 3.8 | . | 23 | 1 | 1
O=C(CN1C(=O)NC2(CCCCCC2)C1=O)Nc1ccc2c(c1)CCC2 | 4 | 0 | -2 | 1.6 | 10 | -0.18 | -3 | 22 | -7
Cc1ccc(NC(=O)N(CCCN2CCOCC2)Cc2cccs2)cc1C | -37 | -5 | -2 | 0.8 | -0.1 | 1.3 | 4 | 0 | 1
O=S(=O)(c1ccc(Nc2ccc(-c3ccc4c(c3)OCCO4)nn2)cc1)N1CCCC1 | 13 | -3 | -12 | -4.4 | 4.2 | -0.042 | 3 | -2 | 3
COc1ccc(-c2nnc(SCC(=O)NCC3CCCO3)n2C)cc1 (stereo not drawn) | 11 | . | 0 | -0.7 | -0.4 | 0.42 | 1 | 11 | 1
O=C(NN=C1CCN(Cc2ccccc2)CC1)c1cccc(S(=O)(=O)Nc2ccccc2Cl)c1 | 14 | -2 | -26 | 1.4 | 0.5 | -0.75 | 5 | 3 | 0
CNc1nc(OCC(F)(F)F)nc(N2CCOCC2)n1 | -2 | -5 | 1 | 0.5 | 1.9 | -0.16 | 3 | 2 | -1
CCc1ccc(NC(=O)N(CCN2CCOCC2)C2CCN(C(C)=O)CC2)cc1 | 18 | 2 | -9 | 0.8 | 1.1 | . | 10 | 6 | 1
Cn1c(=O)n(C)c2cc(S(=O)(=O)NCCc3ccccc3)ccc21 | 14 | 0 | -25 | 1.6 | 1.7 | 0.6 | 6 | -3 | 4
CCN(CC)C(=O)C(=O)c1cccn1-c1ccc(C#N)cc1 | 8 | . | . | -0.4 | 0.6 | . | 2 | 4 | 1
COc1cccc(C(CC(=O)Nc2cccc3ccccc23)NC(=O)c2ccccc2)c1 (stereo not drawn) | 19 | 1 | -18 | -3.3 | 0.0 | 0.52 | 6 | 2 | 0
Cc1cc(=O)n(CC(C)O)c(O)c1C#N (stereo not drawn) | 7 | -4 | -3 | -1.4 | -0.3 | 1.4 | 3 | 6 | -3
Cn1nnnc1SC1CC(=O)N(c2ccccc2)C1=O (stereo not drawn) | 9 | . | . | -1.0 | -0.5 | 1.1 | -4 | 8 | -4
COc1ccc(F)cc1S(=O)(=O)Nc1cccc(C(=O)O)c1 | 1 | 9 | -11 | 0.9 | -0.5 | 0.84 | -3 | 2 | -8
N#Cc1ccccc1CSC1=NCCS1 | 2 | 0 | -3 | 0.8 | 1.9 | -0.78 | -6 | 16 | 23
O=C(NC1CCCCC1)c1ccc(Cn2cc(Br)cn2)o1 | 10 | 8 | 0 | -0.1 | -0.1 | -1.3 | -3 | 1 | -1
COCCN1CCN(Cc2cn(C)nc2-c2cccc(Cl)c2)CC1 | 2 | 12 | -5 | 1.6 | -0.9 | 0.21 | -3 | 18 | -6
Cn1c(=O)c(C(=O)NCCO)c(O)c2ccccc21 | -16 | -2 | -11 | -0.7 | -0.1 | 1.3 | 1 | 10 | 4
CC(C)(C)Nc1nc(C(N)=O)nc(N2CCOCC2)n1 | 10 | 3 | -9 | -3.7 | 0.7 | -0.57 | -2 | 8 | -3
CCSC(=O)N(CC)CC(=O)Nc1c(CC)cccc1CC | 0 | -2 | 0 | 0.0 | 0.7 | 0.72 | 2 | 2 | 0
CC(Nc1cccc2ccccc12)C(=O)N/N=C/c1ccc([N+](=O)[O-])cc1 (stereo not drawn) | 1 | . | -11 | -0.3 | 1.7 | -0.45 | 0 | 2 | -6
Cc1cc(/C(N)=N/OC(=O)c2ccccc2Cl)no1 | 2 | 11 | 5 | 2.0 | 1.6 | 0.67 | 3 | 9 | -5
CCn1c(O)c(/C=C/C=C/C=Nc2ccccc2)sc1=S | 4 | -31 | -3 | -6.5 | 0.2 | 0.075 | 1 | 25 | .
COc1ccc(-c2nnc(SC(C)C(=O)Nc3nccs3)n2-c2ccccc2)cc1OC (stereo not drawn) | 0 | 1 | 2 | -0.5 | -0.2 | . | -6 | 1 | -8
O=C(CSc1nnc(Cc2cc(=O)[nH]c(=O)[nH]2)n1-c1ccc(F)cc1)N1CCCCC1 | 4 | -4 | -9 | 1.1 | 0.8 | . | -7 | 2 | -1
CC(C)Sc1nc(SCC(=O)O)c2c3c(sc2n1)COC(C)(C)C3 | 7 | 0 | -3 | 1.8 | 2.3 | 0.85 | 1 | -1 | -4
Cc1ccc(-c2onc3ccc(Cl)cc23)cc1 | 20 | 21 | -8 | -0.1 | 0.9 | 0.93 | 10 | 4 | 4
CC(C)CC(=O)c1c[nH]c(C(=O)NCc2cccnc2)c1 | 6 | 5 | -1 | -0.2 | 0.7 | 1.4 | -1 | -7 | -4
CNC(=O)C1=C(C)Nc2nc3ccccc3n2C1c1cccc(OC)c1 (stereo not drawn) | 5 | -1 | -23 | 0.6 | 1.9 | 0.3 | -1 | 3 | -5
CC(/C=C/c1ccccc1)=N/NC(=O)CNC(=O)c1ccccc1F | 15 | 2 | 6 | 1.1 | 41 | . | 0 | 26 | 3
C=CCNC(=S)N1CCc2c([nH]c3ccccc23)C1C (stereo not drawn) | -7 | -5 | -25 | -0.4 | 4.2 | 0.64 | -4 | 1 | 3
N#CC1=C(N)Oc2c(oc(CO)cc2=O)C1c1cccs1 (stereo not drawn) | 9 | 3 | -3 | -1.5 | 0.0 | -0.099 | -6 | 1 | 0
O=C(NCCCn1ccnc1)c1ccc(S(=O)(=O)Nc2ccccc2)cc1 | 13 | . | 4 | 1.3 | 0.6 | 0.91 | 3 | 15 | -6

Brought forward from above: 2 entries, then new ones.
SMILES | FXIIa inh 1536 | Rad51 HR inh | hK5 inh | TNF necrop inh | zVAD death inh | KCC2 mod | FXIa inh 1536 | Hck Nef HTS | thrombin 1536
N#CC1=C(N)Oc2c(oc(CO)cc2=O)C1c1cccs1 (stereo not drawn) | 9 | 3 | -3 | -1.5 | 0.0 | -0.099 | -6 | 1 | 0
O=C(NCCCn1ccnc1)c1ccc(S(=O)(=O)Nc2ccccc2)cc1 | 13 | . | 4 | 1.3 | 0.6 | 0.91 | 3 | 15 | -6
O=C(NC1CCCCC1)N(Cc1nc2ccccc2c(=O)[nH]1)C1CCCC1 | 5 | . | 0 | 0.0 | 2.4 | . | -3 | 8 | -2
COc1ccc(CN2CCN(Cc3csc(C(C)=O)c3)CC2CCO)c(C)c1C (stereo not drawn) | 3 | 9 | -2 | 2.2 | 2.1 | 0.52 | -1 | 16 | -2
COc1cc(CCC(=O)N2CCN(c3ncccn3)CC2)cc(OC)c1OC | 21 | -7 | 18 | 0.2 | 0.3 | 0.13 | 6 | 13 | 17
O=C(O)CCCCCN1C(=O)/C(=C/c2ccncc2)SC1=S | 19 | -9 | -18 | -2.4 | -0.5 | 0.11 | 9 | 5 | -7
COC(=O)CCC(=O)OC1(C)C(=O)C=C2C=C(C3CC3)N(Cc3ccccc3)C=C2C1=O (stereo not drawn) | 13 | 1 | 4 | -0.7 | -0.3 | -0.16 | 6 | 25 | 4
CCOC(=O)CSc1nc2cccnc2n1-c1ccc(F)cc1 | 14 | 2 | -21 | -0.5 | 0.1 | -0.0077 | 2 | 2 | 4
O=C(Cn1nnc(-c2ccc(OCc3ccccc3F)cc2)n1)N1CCOCC1 | 8 | -5 | -10 | -1.3 | 0.6 | -0.022 | -3 | 0 | -4
NC(=O)/C(=C\c1ccccc1)NC(=O)c1ccc(NC(=O)c2ccccc2)cc1 | 4 | 7 | -4 | -0.6 | 0.4 | -0.044 | -3 | 18 | -7
O=C(OC1CCCCC1)c1ccc(NC(=O)c2ccco2)cc1 | 5 | . | 18 | -3.2 | 2.8 | -1 | -3 | 1 | 38
O=C(Nc1nnc(-c2ccc(Cl)cc2)o1)c1cccc(N2C(=O)CCC2=O)c1 | 15 | -6 | 28 | 0.0 | -0.4 | 17* | 9 | -3 | 34
Cc1nc(SCC(C)C)[nH]c(=O)c1Cc1ccccc1 | 4 | 0 | -27 | 1.4 | 3.0 | -0.18 | 6 | 2 | 2
CC1(C)CC(CCNS(=O)(=O)c2ccccc2)(c2ccccc2)CCO1 (stereo not drawn) | 4 | . | -9 | 1.8 | -0.4 | -0.088 | -3 | 1 | -3

In a second layout: two of the compounds above.
smiles	FXIIa inh 1536	Rad51 HR inh	hK5 inh	TNF necrop inh	zVAD death inh	KCC2 mod	FXIa inh 1536	Hck Nef HTS	thrombin 1536
CC(C)Sc1nc(SCC(=O)O)c2c3c(sc2n1)COC(C)(C)C3	7	0	-3	1.8	2.3	0.85	1	-1	-4
Cc1ccc(-c2onc3ccc(Cl)cc23)cc1	20	21	-8	-0.1	0.9	0.93	10	4	4

(further entries)
SMILES | FXIIa inh 1536 | Rad51 HR inh | hK5 inh | TNF necrop inh | zVAD death inh | KCC2 mod | FXIa inh 1536 | Hck Nef HTS | thrombin 1536
O=S(=O)(NCCNc1nccc(C(F)(F)F)n1)c1ccccc1 | 3 | . | 0 | 5.7 | 0.5 | -0.39 | -2 | 14 | -6
CCCCN(CCCNC(=O)C1CCCN(S(=O)(=O)CC)C1)Cc1ccccc1 (stereo not drawn) | 4 | 6 | 3 | -2.4 | -0.4 | -0.74 | 0 | -1 | 0
C=CCNC(=O)c1cccc(C(F)(F)F)c1 | -16 | 1 | -2 | -1.9 | 0.5 | -0.96 | -8 | 1 | -13
CC(CC(=O)O)C(=O)c1ccc(Cl)c([N+](=O)[O-])c1 (stereo not drawn) | 4 | -1 | -6 | 0.6 | 0.7 | -1.2 | -3 | 18 | .
NC(=O)C1CCN(C(=O)c2cc(S(=O)(=O)N3CCOCC3)c(Cl)cc2Cl)CC1 | 18 | 1 | -16 | 0.4 | 0.0 | 0.39 | 6 | 6 | 1
Cc1ccc(S(=O)(=O)Nc2ccc3c(c2)CCC3)cc1 | 1 | 0 | -7 | 8.6 | 0.3 | 0.13 | 5 | 1 | -3
Cc1ccc(CN2CCNC(=O)C2CC(=O)N(C)C(C2CC2)C2CC2)o1 (stereo not drawn) | 8 | . | . | -0.7 | -1.4 | 0.053 | 2 | 12 | -2
Cc1ccc(C(=O)N2CCN(S(=O)(=O)c3ccccc3)CC2)cc1 | 16 | -11 | -7 | 0.7 | 7.5 | -0.18 | -5 | 5 | 1
O=C(c1ccc(Br)cc1)N(c1ccccn1)C1CCCCC1 | 14 | 14 | 10 | 0.4 | 1.1 | -0.47 | 3 | 23 | 3
CCOC(=O)c1cnc2ccc(C(=O)OC)cc2c1NCc1ccco1 | 4 | -3 | -25 | -1.0 | 0.0 | -0.98 | -5 | 4 | -10
CN(C)S(=O)(=O)c1cccc(NC(=O)c2ccc3nccnc3c2)c1 | 1 | 6 | 1 | -1.9 | 1.2 | -0.3 | -3 | 3 | -3
O=C(Nc1nc(N2C(=O)c3ccccc3C2=O)n(-c2ccccc2)n1)c1ccccc1 | 11 | . | -52 | -1.5 | . | 0.33 | 7 | 3 | 1
